# Assay outcomes from PubChem.
# RORgamma inh = ROR gamma (mouse) transcription inhibition | AID 2551 | Drosophila S2 Gal4-RORgamma UAS-luciferase reporter, 20 h | P51450 | Potency, µM (series often up to 53.6 µM), inactives show at the top dose activity change, negative = inhibition, most hits filed as inhibitors | hit rate 5.4% among 310,000; also: % is scaled to controls: 0 for no effect and ±100 for the full control effect; nearly all actives have a fitted effect of over 60% in size
# Target sequence (P51450 whole entry, looked up, the tested form may be a part): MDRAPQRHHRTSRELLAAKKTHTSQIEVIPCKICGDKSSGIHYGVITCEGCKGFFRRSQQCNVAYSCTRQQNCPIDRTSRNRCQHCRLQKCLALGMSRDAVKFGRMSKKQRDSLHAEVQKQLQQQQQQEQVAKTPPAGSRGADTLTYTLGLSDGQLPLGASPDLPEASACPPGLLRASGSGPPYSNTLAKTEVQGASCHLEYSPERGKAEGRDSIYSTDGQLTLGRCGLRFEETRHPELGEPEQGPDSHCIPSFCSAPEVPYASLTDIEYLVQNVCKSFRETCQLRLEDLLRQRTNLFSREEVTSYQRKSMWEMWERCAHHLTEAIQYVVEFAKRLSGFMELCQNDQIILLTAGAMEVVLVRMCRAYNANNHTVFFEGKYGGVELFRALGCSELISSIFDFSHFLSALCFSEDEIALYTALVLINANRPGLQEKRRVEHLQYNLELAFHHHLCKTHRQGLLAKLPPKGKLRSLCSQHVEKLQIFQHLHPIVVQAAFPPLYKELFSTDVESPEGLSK
#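 ROR gamma transcriptional activity was tracked as Gal4-UAS luciferase output in stably transfected Drosophila Schneider cells, with compound added 1 hr before 700 uM copper sulfate induction and a 20 hr ambient-temperature incubation.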
# VP16 counter = counter-screen for ROR gamma inhibitors: Gal4-VP16 reporter; Drosophila S2 Gal4-VP16 UAS-luciferase, luminescence, 20 h; Potency, µM (highest dose often 53.6 µM), inactives show at the highest dose activity, negative = inhibition, usual class: inhibitors; hit rate 3.5% among 310,000; AID 2546;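 also: Gal4-VP16 expression switched on by copper sulfate through the metallothionein promoter; % is scaled to controls: 0 for no effect and ±100 for the full control effect; nearly all actives have a fitted effect of over 50% in size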
# uPA surface inh = blocks generation of uPA at the cell surface | hit rate 0.31% among 330,000 | Potency, µM (top dose mostly 38.3 µM), inactives show at the top dose activity change, negative = inhibition, most hits filed as inhibitors | AID 540303 | cell surface uPA generation assay, qHTS; active = well fitted inhibition curve with a large enough effect; inconclusive = small, poorly fitted or top-dose-only effect; inactive = no such curve, though single readings can be large or run the other way; tested in mouse RAW 264.7 cells; also: % is scaled to controls: 0 for no effect and ±100 for the full control effect; nearly all actives have a fitted effect of over 55% in size
# MBNL1 CUG block = blocks human MBNL1 binding to CUG repeat RNA | TR-FRET MBNL1-His/biotin-(CUG)12 binding, 665/545 ratio | Potency, µM (top dose mostly 57.5 µM), inactives show at the highest dose activity change, negative = inhibition, most hits filed as inhibitors | hit rate 0.036% among 280,000 | AID 2675; active = well fitted inhibition curve with a large enough effect in the signal ratio, with a control signal flat, not every such curve was filed as active; inconclusive = small, poorly fitted or top-dose-only effect, or effect the other way, or a change in a side signal; inactive = no such curve, though single readings can be large or run the other way; the % refers to the signal ratio; also: % is scaled to controls: 0 for no effect and ±100 for the full control effect
# Target sequence (Q9NR56 whole entry, looked up): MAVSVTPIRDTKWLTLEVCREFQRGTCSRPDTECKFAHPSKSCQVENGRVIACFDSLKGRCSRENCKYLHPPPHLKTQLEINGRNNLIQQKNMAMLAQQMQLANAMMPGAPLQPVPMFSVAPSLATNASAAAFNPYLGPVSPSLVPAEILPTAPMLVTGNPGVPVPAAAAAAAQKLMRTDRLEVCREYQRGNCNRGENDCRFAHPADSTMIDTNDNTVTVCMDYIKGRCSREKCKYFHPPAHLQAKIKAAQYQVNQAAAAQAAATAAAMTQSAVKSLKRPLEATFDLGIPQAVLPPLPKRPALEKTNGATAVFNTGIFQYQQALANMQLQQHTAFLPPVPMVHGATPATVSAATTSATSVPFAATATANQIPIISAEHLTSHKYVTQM
#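 Inhibition of protein-RNA binding appears as loss of TR-FRET between terbium anti-His antibody on MBNL1-His and streptavidin-XL665 on biotin-(CUG)12. Activity is normalized to buffer-only and uninhibited-complex controls.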
# CXXC DNA block = blocks binding of human MLL CXXC domain to DNA. Q03164. MLL-CXXC / FITC-HOXA9 DNA fluorescence polarization. Potency, µM (series often up to 115 µM), without a hit: top-dose activity change, negative = inhibition, actives largely listed as inhibitors. hit rate 0.037% among 290,000. AID 2662; active = well fitted inhibition curve with a large enough effect in the polarisation, with a control signal flat, not every such curve was filed as active; inconclusive = small, poorly fitted or top-dose-only effect, or effect the other way, or a change in a side signal; inactive = no such curve, though single readings can be large or run the other way; the % refers to the polarisation
#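 Fluorescence polarization: 7 uM MLL-CXXC (stock) preincubated 5 min with compounds, then 50 nM fluorescein-HOX-A9 DNA (stock) added; 30 min ambient. Buffer 50 mM Tris-HCl pH 7.5, 50 mM NaCl, 1 mM DTT, 0.05% BSA.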
# NPC1 prom act = NPC1 promoter activation; Potency, µM (series often up to 9.22 µM), for the others: at the top dose activation, hits mostly activators; hit rate 2.4% among 320,000; Huh7 NPC1 promoter luciferase reporter, 24 h;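 also: % of control where 0% means no effect; nearly all actives have a fitted effect of over 60% in size; reporter is driven by a mutant NPC1 promoter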
#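 Stably transfected Huh7 (NPC1 promoter→luciferase), 1500 cells/well in Opti-MEM + 10% FBS, 2 h settle, then compound 24 h at 37 °C. Luminescence after 10 min with Amplite reagent.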
# p53 reactivator = restores transcriptional activity of mutant p53; AID 504706; hit rate 0.063% among 320,000; H1299 p53-A138V BP100-luciferase reporter, luminescence, 24 h; Potency, µM (highest dose often 92.2 µM), for inactives: top-dose activity change, positive = activation, actives largely listed as activators; also: % of control where 0% means no effect; nearly all actives have a fitted effect of over 45% in size
#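 p53-null H1299 cells stably carrying temperature-sensitive p53-A138V and a BP100-luciferase reporter were pinned with compounds (4-point, 1:5 series) and held 24 hrs at 37 deg C. Luminescence was read 10 min after detection reagent.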
# BRCA1 expr up = increases BRCA1 expression | MCF7-BRCA1-FFLuc reporter, luminescence, 48 h; response scale: scaled: vehicle 0%, 10 µM genistein 100% | hit rate 1.1% among 380,000 | AID 624202 | Potency, µM (series often up to 46.1 µM), without a hit: at the highest dose activation, usual class: activators; also: nearly all actives have a fitted effect of over 80% in size; some results filed as inactive show a strong effect at the top dose
#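 Cells: MCF7-BRCA1-FFLuc, 2000/well. Exposure: 48 h, 37 °C, 5% CO2. Read: luminescence, 15 min post-substrate. Controls: genistein 10 microM (maximal activation), DMSO (neutral).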
# Rab9 promoter act = activators of Rab9 promoter; Huh7 Rab9 promoter-luciferase reporter, luminescence, 24 h; Potency, µM (titrated, usually from 9.22 µM), for the others: at the highest dose activation, negative = inhibition, actives largely listed as activators; hit rate 2.8% among 320,000; also: % of control where 0% means no effect; nearly all actives have a fitted effect of over 60% in size
#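 Rab9 promoter-driven luciferase in stably transfected Huh7 cells; 1500 cells/well rested 2 h, exposed to compound in DMSO for 24 h at 37 °C, 5% CO2. Luminescence read 10 min after adding luciferase reagent at ambient temperature.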
# ELG1 genotoxic = genotoxicity induction in ELG1-luciferase HEK293T cells. HEK293T ELG1-luciferase reporter, luminescence, 16 h. Potency, µM (top dose mostly 46 µM), inactives show at the highest dose activity change, positive = activation, actives largely listed as activators. hit rate 1.3% among 330,000; also: % of control where 0% means no effect; nearly all actives have a fitted effect of over 60% in size
#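 Luminescence read-out: rising ELG1-luciferase signal, reflecting elevated ELG1 protein under genetic stress, flags genotoxic compounds. Cells were treated for 16 hr at 37 °C before ONE-Glo detection.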
# FLuc counter = counter-screen for miR-21 project: firefly luciferase inhibitors or activators. purified FLuc, Km substrates, luminescence inhibition. Potency, µM (top dose mostly 57.5 µM), without a hit: top-dose activity change, negative = inhibition, usual class: inhibitors. hit rate 6.9% among 360,000. AID 588342;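 also: plate controls were vehicle for no effect and reference inhibitor for full effect; nearly all actives have a fitted effect of over 55% in size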
#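 Purified P. pyralis luciferase (10nM final) with 10uM D-luciferin and 10uM ATP (Km levels) in 50mM Tris acetate pH 7.5, 10mM Mg acetate, 0.01% Tween-20, 0.05% BSA; qHTS 6-point titration, ~60 µM downward; luminescence read.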
# Active calls of the source: *; ? = inconclusive; nt = not tested or not shown; & = joins results of further samples; [ ] = another dose, or the depositor's remark. Unless noted, calls follow the shape of the dose curve; as a rule, active = well fitted curve in the direction sought with a large enough effect; inconclusive = small, poorly fitted or top-dose-only effect, or another doubt; inactive = no such curve, though single readings can be large; an effect the other way counts as inactive or inconclusive. Potency is read from the fitted curve at half-maximal effect.
# Second line of a record: RORgamma inh	VP16 counter	uPA surface inh	MBNL1 CUG block	CXXC DNA block	NPC1 prom act	p53 reactivator	BRCA1 expr up	Rab9 promoter act	ELG1 genotoxic	FLuc counter
- CCCCCNC(=O)c1ccc2c(=O)[nH]c3c(C(=O)NCC4CCCO4)sc(=S)n3c2c1 (stereo not given)
→ -6%	1%	1%	6%	-27%	-1%	1%	-15%	-2%	-12%	?
- O=C(N=c1nc2ccccn2s1)c1ccccc1
→ 0%	5%	?	-12%	-4%	0.89µM*	?	0%	?	0.13µM*	0.19µM*
- COc1ccc2oc(-c3ccccc3[N+](=O)[O-])cc(=O)c2c1
→ -35%	-14%	-18%	?	-14%	-23%	1%	-22%	2%	?	?
- COCCOC(=O)c1c(C)nc(SCC(=O)Nc2ccc(C)cc2)c(C#N)c1-c1ccco1
→ 26%	2%	0%	-5%	8%	-4%	-1%	0%	-1%	-4%	-1%
- N=c1n(Cc2ccccc2)c2ccccc2n1CC(O)c1ccco1 (stereo not given)
→ 3%	-11%	-2%	-10%	12%	-3%	-10%	-22%	-2%	-14%	7%
- O=C(c1ccc(COc2c(F)c(F)c(F)c(F)c2F)o1)N1CCN(Cc2ccc3c(c2)OCO3)CC1
→ 0%	0%	3%	5%	-1%	-3%	-9%	-43%	1%	-1%	1%
- Cc1cc(C)cc(NC(=O)OCCN2CCN(Cc3ccccc3)CCC2=O)c1
→ 14%&1%	2%&-3%	18%	-19%	8%	0%	0%	-9%	0%	1%	2%
- COc1cccc(-c2cc(C(F)(F)F)n3ncc(C(=O)N4CCc5ccccc5C4)c3n2)c1
→ 20%	-7%	-2%	-1%	-20%	-12%	-2%	-21%	-10%	-7%	2%
- CCOc1ccc2nc(NC(=O)CS(=O)(=O)c3ccccc3)sc2c1
→ -14%[0.365 µM]	nt	-11%	1%	-1%	-1%	-11%	67%	1%	21%	12µM*
- O=C(COC(=O)C1CCC1)Nc1cccc(S(=O)(=O)N2CCOCC2)c1
→ nt	nt	-6%	nt	nt	0%	10%	13%	0%	-1%	4%
- CCc1cc(=O)oc2cc(OC3CCCCC3=O)ccc12 (stereo not given)
→ -1%	-8%	1%	1%	?	1%	6%	21%	1%	7%	2%
- CC(=O)c1ccc(OCC(C)C)c(CN2CCCCC2)c1
→ 0%	6%	2%	-2%	-4%	0%	15%	-17%	5%	-3%	2%
- CC(C)(C)NC(=O)CN(C(=O)c1ccc(Cl)nc1)c1cccc2ccccc12
→ -1%	2%	0%	-3%	13%	-7%	-1%	-1%	-1%	-3%	3%
- O=C(NNC(=O)C1CC=CCC1C(=O)O)c1ccc(Cl)cc1 (stereo not given)
→ 3%	13%	3%	-5%	7%	-1%	2%	14%	0%	0%	-13%
- CC1CCCC(C)N1C(=O)CN1C(=O)c2ccccc2S1(=O)=O (stereo not given)
→ nt	nt	?	nt	nt	-4%	16%	28%	15%	-2%	nt

# Next section, overlapping the part above by 5 compounds.
# Second line of a record: RORgamma inh	VP16 counter	uPA surface inh	MBNL1 CUG block	CXXC DNA block	NPC1 prom act	p53 reactivator	BRCA1 expr up	Rab9 promoter act	ELG1 genotoxic	FLuc counter
- CCc1cc(=O)oc2cc(OC3CCCCC3=O)ccc12 (stereo not given)
→ -1%	-8%	1%	1%	?	1%	6%	21%	1%	7%	2%
- CC(=O)c1ccc(OCC(C)C)c(CN2CCCCC2)c1
→ 0%	6%	2%	-2%	-4%	0%	15%	-17%	5%	-3%	2%
- CC(C)(C)NC(=O)CN(C(=O)c1ccc(Cl)nc1)c1cccc2ccccc12
→ -1%	2%	0%	-3%	13%	-7%	-1%	-1%	-1%	-3%	3%
- O=C(NNC(=O)C1CC=CCC1C(=O)O)c1ccc(Cl)cc1 (stereo not given)
→ 3%	13%	3%	-5%	7%	-1%	2%	14%	0%	0%	-13%
- CC1CCCC(C)N1C(=O)CN1C(=O)c2ccccc2S1(=O)=O (stereo not given)
→ nt	nt	?	nt	nt	-4%	16%	28%	15%	-2%	nt
- O=C(NCc1ccc2c(c1)OCO2)C1CC(=O)N(C2CCCCCCC2)C1 (stereo not given)
→ 30%	-5%	2%	-16%	-1%	-2%	-3%	-5%	5%	0%	6%
- Cc1ccc(C)c(OCc2cc(C(=O)NC3CCN(Cc4ccccc4)CC3)no2)c1
→ 23%	-23%	?	7%	8%	-28%	17%	-24%	-14%	-6%[9.26 µM]	-2%
- CCOC(=O)Nc1sc2c(c1C#N)CCC(C)C2 (stereo not given)
→ 15%	5%	-7%	-4%	4%	2.8µM*	29%	?	3.2µM*	?	11µM*
- CN(C)NC(=O)C(NC(=O)c1ccccc1)C12CC3CC(CC(C3)C1)C2 (stereo not given)
→ 4%	7%	-4%	-7%	18%	2%	-2%	10%	0%	-19%	-3%
- CC(C)(C)c1ccc(/C=N/NC(=O)Cc2c[nH]c3ccccc23)cc1
→ ?	?	-2%	-2%	7%	0%	-11%	-37%	-4%	-1%	?
- CCc1ccc(N(C(=O)CCC(=O)Nc2cc(C)on2)C(C(=O)NC2CCCC2)c2ccco2)cc1 (stereo not given)
→ ?	-2%	-9%	-3%	5%	-2%	4%	-32%	-9%	-3%	4%
- O=C(CCC1CCCN(Cc2cccc(Cl)c2)C1)NCc1ccccc1F (stereo not given)
→ 0%	-15%	-9%	0%	3%	-5%	4%	-17%	1%	0%	-3%
- COc1ccc(Nc2nc(N3CCN(S(=O)(=O)N(C)C)CC3)nc3ccccc23)cc1
→ ?	-12%	-20%	1%	30%	-2%	nt	-15%	-1%	-7%	?
- CCOC(=O)c1cnc(SCC(=O)Nc2nc(C)c(C)s2)nc1N
→ 1%	0%	5%	-8%	5%	1%	-10%	-1%	-7%	-1%	-19%
- O=C(Nc1c(Cl)ccc2nsnc12)c1ccc([N+](=O)[O-])o1
→ -39%	?	?	?	-2%	-4%	-27%	-101%[inhibitor]	12%	4%	-1%
- Cn1c(=O)c2c(nc(Cl)n2CC(=O)N2CCCCC2)n(C)c1=O
→ 26%	-11%[10 µM]	-2%	-2%	-6%	1%	-2%	0%	-8%	0%	-1%
- CCCn1nc2cc(C(=O)NCc3ccc(C)cc3)ccc2c1OCC
→ -1%	-12%	15%	13%	0%	-3%	0%	-2%	-6%	0%	-11%
- COc1cccc(CNC(=O)COC(=O)C2CC3CCCC(C2)C3=O)c1 (stereo not given)
→ nt	nt	0%	nt	nt	1%	1%	-3%	-3%	1%	3%
- CC(C)OP(=O)(Nc1cccc2ccccc12)OC(C)C
→ 21%	-4%	2%	-2%	5%	1%	-3%	9%	-3%	-1%	3%
- COc1ccc(/C=N/NC(=O)c2ccn[nH]2)cc1Cn1cc([N+](=O)[O-])cn1
→ 22%	4%	4%	?	2%	12%	5%	38%	4%	2%	?
- Cc1cc(C)cc(-n2ncc3c2CCCC3NC(=O)c2ccccc2N2CCOCC2)c1 (stereo not given)
→ -39%	-7%	-28%	-1%	0%	-5%	5%	-52%	2%	-1%	0%
- CN(C)S(=O)(=O)c1cccc(-c2nn(-c3ccccc3)cc2/C=C(/C#N)C(=O)NCc2ccco2)c1
→ 12%	-1%	4%	?	3%	-6%	-28%	0%	-2%	4%	17%
- O=[N+]([O-])c1ccc(-n2cccn2)c(-c2nn[nH]n2)c1
→ -13%	-4%	7%	?	2%	2%	-2%	-5%	3%	1%	0%
- COC(=O)c1cccc(NC(=O)CCCN2C(=O)NC3(CCCC3)C2=O)c1
→ nt	nt	-12%	nt	nt	-4%	2%	-1%	-1%	1%	3%
- S=c1[nH]nc(CN2CCCCC2)n1Cc1ccccc1
→ 3.2µM*	18µM*	3%	-3%	8%	-5%	5%	-18%	0%	-6%	-17%
- O=C(OCC(=O)c1ccc[nH]1)c1ccc(S(=O)(=O)N2CCCCCC2)cc1
→ 0%	2%	4%	-3%	8%	0%	-19%	-2%	7%	-4%	8%

# Not all compounds are listed, so the mix of outcomes need not match the whole.
